RXFP1 agonist: qHTS Assay for Agonists of the Relaxin Receptor RXFP1; Relaxin receptor 1 (Homo sapiens), Q9HBX9; Potency, µM (titrated, usually from 57.5 µM), inactives show top-dose activation, usual class: activators; HEK293T-RXFP1 cAMP TR-FRET, 30 min; response scale: percent of porcine relaxin response, buffer zero; actives 0.3% (n = 370,000); note: % is set by controls: 0 for no effect and ±100 for the full control effect; nearly all actives have a fitted effect of over 60% in size; many of its hits are not listed in these tables
Target sequence (Q9HBX9 whole entry, looked up): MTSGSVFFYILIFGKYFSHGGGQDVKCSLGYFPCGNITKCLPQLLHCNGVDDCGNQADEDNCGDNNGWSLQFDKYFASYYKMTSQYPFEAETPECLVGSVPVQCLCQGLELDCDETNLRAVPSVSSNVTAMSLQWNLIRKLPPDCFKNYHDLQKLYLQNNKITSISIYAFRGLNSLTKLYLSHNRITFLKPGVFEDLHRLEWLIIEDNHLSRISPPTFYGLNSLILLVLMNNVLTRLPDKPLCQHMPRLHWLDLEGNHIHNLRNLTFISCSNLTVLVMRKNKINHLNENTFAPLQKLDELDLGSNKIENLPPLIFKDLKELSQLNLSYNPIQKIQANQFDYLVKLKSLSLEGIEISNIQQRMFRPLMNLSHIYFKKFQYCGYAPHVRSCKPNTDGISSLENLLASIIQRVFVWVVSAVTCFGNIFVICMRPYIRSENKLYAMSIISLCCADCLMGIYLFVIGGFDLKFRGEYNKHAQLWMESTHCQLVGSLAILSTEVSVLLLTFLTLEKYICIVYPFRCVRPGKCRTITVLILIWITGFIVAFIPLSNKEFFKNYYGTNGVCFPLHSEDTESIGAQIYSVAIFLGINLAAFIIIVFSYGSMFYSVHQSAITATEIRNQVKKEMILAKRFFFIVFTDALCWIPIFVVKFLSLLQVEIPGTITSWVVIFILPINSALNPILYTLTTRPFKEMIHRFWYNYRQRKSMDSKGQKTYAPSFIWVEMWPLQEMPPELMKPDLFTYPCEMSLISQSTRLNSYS
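HEK293 cells stably expressing RXFP1, treated 30 min at 37C with compounds plus PDE4 inhibitor Ro 20174; cAMP measured by HTRF TR-FRET. Normalized to buffer and 29 nM porcine relaxin; EC50 by Hill fit.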
Glioma ERSR ind: qHTS for Inducers of the Endoplasmic Reticulum Stress Response (ERSR) in Human Glioma: qHTS; U87-MG GRP78 promoter luciferase reporter, 16 h; Potency, µM, for inactives: at the top dose activation, actives largely listed as activators; AID 602332, 2012; actives 0.02% (n = 420,000); note: series mostly up to about 76 µM; % of control where 0% means no effect; nearly all actives have a fitted effect of over 35% in size
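Stably transfected U87-MG human glioma cells carrying a GRP78-based luminescent sensor were seeded at 1000 cells/well, pin-dosed with compounds and incubated 16 h. Luciferase reagent was then added, and end-point luminescence was read after 10 min at room temperature.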
Numbers without * were called inactive; ? = inconclusive; . = not tested or not shown; & = joins results of further samples. Calls come from the whole dose curve; as a rule, active = well fitted curve in the direction sought with a large enough effect; inconclusive = small, poorly fitted or top-dose-only effect, or another doubt; inactive = no such curve, though single readings can be large; an effect the other way counts as inactive or inconclusive. Potency is the fitted concentration of half-maximal effect. This is a subset; the hit share may differ from the screen's.

1) Cc1sc(CO)c(Sc2ccccc2)c1C(=O)O
2) O=C(N/N=C/c1c(Nc2cccc(C(F)(F)F)c2)nc2ccccn2c1=O)c1ccccc1
3) COc1ccc(-c2noc(-c3cc4ccccc4oc3=O)n2)cc1
4) OC[C@H]1O[C@@H](n2cnc3c2NC=NC[C@H]3O)C[C@@H]1O
5) COC(=O)CCCC[C@@H]1SC[C@@H]2NC(=O)N[C@@H]21

assay / entry	1	2	3	4	5
RXFP1 agonist	3.9%	-0.8%	-1.7%	.	.
Glioma ERSR ind	.	.	.	-5%	-2%

6) Cc1cccc(CNc2ccnc(-c3cccnc3)n2)c1
7) COc1cccc([C@@H]2Oc3ccc(OC)cc3/C(=N/OC[C@@H](C)[C@H](OCc3ccccc3)C(C)C)[C@@H]2O)c1
8) COC(=O)c1c(OCc2ccccc2)cc(=O)n2c1CCN(Cc1cccc(C)n1)CC2
9) N[C@@H](C(=O)O)c1ccc(P(=O)(O)O)cc1
10) Nc1ncnc2c1nc(Br)n2C1OC2COP(=O)(O)O[C@@H]2C1O (stereo partly specified)

assay / entry	6	7	8	9	10
RXFP1 agonist	.	.	.	.	.
Glioma ERSR ind	6%	-4%	-1%	-4%	-2%

11) Oc1ccc(Nc2nc(-c3ccc(Cl)cc3)cs2)cc1
12) COc1cc2nc(N(C)C)c(CNCc3cccc4ccccc34)cc2c(OC)c1OC
13) Cc1ccccc1-c1cncnc1N(C)Cc1ccco1
14) CC(=O)OC[C@H]1O[C@@H](O[C@H]2[C@H](O)[C@@H](OC(=O)c3ccccc3C(=O)O)[C@H](O)O[C@@H]2COC(C)=O)[C@H](O)[C@@H](OC(=O)c2ccccc2C(=O)O)[C@@H]1O
15) c1ccc(-c2cccc(N3CCC4(CCNCC4)CC3)c2)cc1

assay / entry	11	12	13	14	15
RXFP1 agonist	.	.	.	.	.
Glioma ERSR ind	?	-4%	-7%	-1%	-7%

16) Cc1noc(C)c1-c1nc(Nc2ccc(F)cc2)c2ccccc2n1
17) COc1ccc(CN2CCOc3ccc(C(O)c4cccnc4)cc3C2)c(OC)c1OC (stereo unspecified)
18) Cc1noc(C)c1-c1cc(N2CCN(C)CC2)ncn1
19) C/C=C(\C)C(=O)OC1[C@@H]2C=C3C4CC(=O)OC(c5ccoc5)[C@]4(C)CCC3[C@@](C)(C2=O)C(C(O)C(=O)OC)C1(C)C (stereo partly specified)
20) Cc1noc(C)c1-c1cc(N(C)Cc2ccco2)ncn1

assay / entry	16	17	18	19	20
RXFP1 agonist	.	.	.	.	.
Glioma ERSR ind	-4%	-6%	0%	-3%	-3%

The last 4 entries of the section before come first, to join the parts:
17) COc1ccc(CN2CCOc3ccc(C(O)c4cccnc4)cc3C2)c(OC)c1OC (stereo unspecified)
18) Cc1noc(C)c1-c1cc(N2CCN(C)CC2)ncn1
19) C/C=C(\C)C(=O)OC1[C@@H]2C=C3C4CC(=O)OC(c5ccoc5)[C@]4(C)CCC3[C@@](C)(C2=O)C(C(O)C(=O)OC)C1(C)C (stereo partly specified)
20) Cc1noc(C)c1-c1cc(N(C)Cc2ccco2)ncn1
21) COc1cc(-c2cnc3ccccc3c2)cc2c1OCCN(C(=O)CCC(=O)c1ccc(F)cc1)C2
22) O=[N+]([O-])c1ccc(CSc2ncnc3c2ncn3C2OC(CO)C(O)C2O)cc1 (stereo unspecified)
23) COc1ccc2c(c1)CCc1cnc(-n3ncc(C(=O)NCc4cc(C)no4)c3C3CC3)nc1-2
24) CON(C)C(=O)c1nnc2c3ccccc3n(S(=O)(=O)c3ccc(C)cc3)c2n1
25) C=Cc1ccc(C(=O)N2CCc3c(cnc(C)c3CNC(=O)c3ccc4c(c3)OCO4)C2)cc1

assay / entry	17	18	19	20	21	22	23	24	25
RXFP1 agonist	.	.	.	.	.	.	.	.	.
Glioma ERSR ind	-6%	0%	-3%	-3%	-2%	-1%	4%	2%&1%	1%

26) Cc1cnc(C)c(-c2cc(F)cc3c2OC(CNC(=O)c2cc(Cl)ccc2F)C3)n1 (stereo unspecified)
27) CCCCCCCNS(=O)(=O)c1cccc2c(Cl)cccc12
28) CN(C)c1ncnc2ccc(-c3ccccc3C(F)(F)F)cc12
29) CC[C@H]1OC(=O)[C@H](C)C(=O)[C@H](C)[C@@H](OC2O[C@H](C)C[C@H](N(C)C)[C@@H]2O)[C@@](C)(OC)C[C@@H](C)C(=O)[C@@H](C)C2N(CCCCn3cnc(-c4cccnc4)c3)C(=O)O[C@@]21C (stereo partly specified)
30) COc1cccc(CN2CCOc3ccc(CN4C[C@@H](C)O[C@@H](C)C4)cc3C2)c1OC

assay / entry	26	27	28	29	30
RXFP1 agonist	.	.	.	.	.
Glioma ERSR ind	-3%	2%	2%	-5%	-1%

31) COc1ccccc1-c1nc(N2CCN(C)CC2)c2ccccc2n1
32) CO[C@H]1[C@H](O[C@H]2O[C@@H](C)[C@@H](O[C@@H]3C[C@](C)(O)[C@H](O)[C@H](C)O3)[C@@H](N(C)C)[C@@H]2O)[C@@H](CC=O)C[C@@H](C)[C@@H](O[C@H]2CC[C@H](N(C)C)[C@H](C)O2)/C=C\C=C/C[C@@H](C)OC(=O)C[C@H]1O
33) O=c1c(-c2cc(F)cc(F)c2)nc2cnc(N3CCOCC3)nc2n1Cc1ccc(F)cc1
34) COc1cccc2c1C(=O)CC(c1ccccc1)O2 (stereo unspecified)
35) Nc1ncnc2c1ncn2[C@@H]1O[C@H](COP(=O)(O)OP(=O)(O)OC[C@H]2OC(O)[C@H](O)[C@@H]2O)[C@@H](O)[C@H]1O (stereo partly specified)

assay / entry	31	32	33	34	35
RXFP1 agonist	.	.	.	.	.
Glioma ERSR ind	-3%	-4%	-4%	2%	0%

36) CC(C)C1=CC2=CC[C@@H]3[C@](C)(CO)CCC[C@]3(C)C2CC1 (stereo partly specified)
37) COc1ccccc1-c1ccc2ncnc(NCCN3CCOCC3)c2c1
38) O=C(c1ccccc1-n1cccn1)N1CCOc2ccc(CN3CCOCC3)cc2C1
39) CC[C@H](C)[C@H](NC(=O)[C@H](Cc1ccc(O)cc1)NC(=O)[C@@H]1CCCN1C(=O)[C@@H](N)CCCN=C(N)N)C(=O)N[C@@H](CC(C)C)C(=O)O
40) Cc1ccccc1-c1ccc(C(=O)O)s1

assay / entry	36	37	38	39	40
RXFP1 agonist	.	.	.	.	.
Glioma ERSR ind	3%	-1%	-4%	-2%	7%

41) Cc1cc(Cl)ccc1OCC(=O)NCC1Cc2cc(-c3cnccn3)ccc2O1 (stereo unspecified)
42) N#Cc1cccc(-c2nc(NCc3ccccc3)c3ccccc3n2)c1
43) CC(=O)Oc1cc(-c2coc3cc(OC(C)=O)c(OC(C)=O)c(OC(C)=O)c3c2=O)cc(OC(C)=O)c1OC(C)=O
44) Cc1cccc(CNC(=O)c2cnn(-c3nccc(-c4ccccc4F)n3)c2C)n1
45) CN(C)C(=O)c1ccc(-c2cncnc2NCc2cccs2)cc1

assay / entry	41	42	43	44	45
RXFP1 agonist	.	.	.	.	.
Glioma ERSR ind	-5%	-2%	-5%	-2%	-2%

46) CC(C)CCCC(C)C1CCC2C3CC(O)[C@@]4(O)CC(O)CC[C@@]4(C)C3CC[C@@]12C (stereo partly specified)
47) Cc1ccc(C(=O)Nc2cccc(-c3nc(CNC(=O)c4cccc(N(C)C)c4)c(C)o3)c2)s1
48) CCn1nc(C)cc1C(=O)NCC1Cc2cccc(-c3cccnc3)c2O1 (stereo unspecified)
49) CCOC(=O)[C@]1(C(NC(=O)OC)c2cccc(C)c2)CCCC1=O (stereo partly specified)
50) CCC(=O)OC1CCC2C3CCc4cc(O)ccc4C3CCC12C (stereo unspecified)

assay / entry	46	47	48	49	50
RXFP1 agonist	.	.	.	.	.
Glioma ERSR ind	-2%	2%	-2%	-6%	-5%

51) CCNc1ncc2nc(-c3ccc(F)cc3)c(=O)n(CCc3ccccc3)c2n1
52) CC(=O)Nc1cc(C(=O)N2CC3(C)CC2CC(C)(C)C3)cc2ncn(CCc3ccccn3)c12 (stereo unspecified)
53) COc1cccc(Cn2c(=O)c(-c3ccc(Cl)cc3)nc3cnc(N4CCN(C)CC4)nc32)c1
54) Cc1noc(C)c1C(=O)N1CCC[C@@]2(CCN(c3ccccc3)C2)C1
55) c1cc2c3c(c1)c1c(n3CCNC2)CCCC1

assay / entry	51	52	53	54	55
RXFP1 agonist	.	.	.	.	.
Glioma ERSR ind	-2%	-5%	-5%	-3%	-5%

56) COCC(=O)N1CCC[C@@]2(CCN(c3ccccc3)C2)C1
57) COc1ccc2[nH]cc(CCNc3nc(-c4ccc(N(C)C)cc4)nc4ccccc34)c2c1
58) CNCC(=O)NCC(=O)N[C@@H](Cc1ccccc1)C(=O)N[C@@H](CC(C)C)C(=O)O
59) Cc1sc(N)c(C(=O)c2cccc(C(F)(F)F)c2)c1C
60) O=C(c1csnn1)N1CCC2(CC1)CN(c1ccccn1)C2

assay / entry	56	57	58	59	60
RXFP1 agonist	.	.	.	.	.
Glioma ERSR ind	0%	-3%	-5%	-3%	-2%

61) CC[C@H](C)[C@H](NC(=O)CNC(=O)[C@H](CCCNC(=N)N)NC(=O)[C@H](CO)NC(=O)[C@H](C)NC(=O)[C@H](Cc1ccc(O)cc1)NC(=O)[C@H](Cc1c[nH]c2ccccc12)NC(=O)[C@H](C)NC(=O)[C@@H]1CCCN1C(=O)[C@H](CC(N)=O)NC(=O)[C@@H](NC(=O)[C@H](CC(=O)O)NC(=O)[C@@H]1CCCN1C(=O)[C@@H](NC(=O)[C@H](CCCNC(=N)N)NC(=O)[C@@H](NC(=O)[C@H](CCC(=O)O)NC(=O)[C@H](CCSC)NC(=O)[C@H](CO)NC(=O)[C@H](Cc1cnc[nH]1)NC(=O)[C@H](CCCNC(=N)N)NC(=O)[C@H](Cc1cnc[nH]1)NC(=O)[C@@H](NC(=O)[C@H](CCCNC(=N)N)NC(=O)[C@@H](N)CO)[C@@H](C)O)[C@@H](C)CC)[C@@H](C)O)[C@@H](C)CC)C(=O)N[C@@H](CCCNC(=N)N)C(=O)N1CCC[C@H]1C(=O)N[C@H](C(=O)NCC(=O)N[C@@H](CCCNC(=N)N)C(=O)N[C@@H](Cc1ccccc1)C(N)=O)C(C)C
62) C=C1CC2C3C=C(C)C4=CC(=O)CCC4(C)C3CCC2(C)[C@@]1(OC(C)=O)C(C)=O (stereo partly specified)
63) CS(=O)(=O)Nc1cccc(-c2nc(NC3CC3)c3ccccc3n2)c1
64) Cc1cc(C(=O)NCC2CCC3(CCN(Cc4ccccc4C)CC3)O2)n(C)n1 (stereo unspecified)
65) COc1ccc(COC(=O)N/N=C2/C[C@@H](O)[C@@H](O)[C@@H]3[C@@H]4C(=O)N(Cc5ccccc5)C(=O)[C@H]4CC[C@@H]23)cc1

assay / entry	61	62	63	64	65
RXFP1 agonist	.	.	.	.	.
Glioma ERSR ind	-5%	-4%	0%	-4%	-3%

The final two entries of the part before lead into the next:
64) Cc1cc(C(=O)NCC2CCC3(CCN(Cc4ccccc4C)CC3)O2)n(C)n1 (stereo unspecified)
65) COc1ccc(COC(=O)N/N=C2/C[C@@H](O)[C@@H](O)[C@@H]3[C@@H]4C(=O)N(Cc5ccccc5)C(=O)[C@H]4CC[C@@H]23)cc1
66) CN(C)c1ncc2nc(-c3ccc(Cl)cc3)c(=O)n(Cc3ccc(F)cc3)c2n1
67) COc1ccc(-c2coc3cc(O)ccc3c2=O)c(OC)c1O
68) C=CC[C@@H]1C=C[C@H](O/N=C2\c3cc(OC)ccc3O[C@H](c3cccc(OC)c3)[C@H]2O)[C@H](CO)O1
69) CC(=O)OC1CCC2(C)C(=CCC3C2CCC2(C)C3C[C@@H]3O[C@]32C(C)=O)C1 (stereo partly specified)
70) O=C(N[C@@H]1c2ccccc2C2(CCN(C(=O)c3cc4ccccc4oc3=O)CC2)[C@H]1O)c1cccnc1

assay / entry	64	65	66	67	68	69	70
RXFP1 agonist	.	.	.	.	.	.	.
Glioma ERSR ind	-4%	-3%	-4%	1%	-5%	2%	-6%

71) Cc1ccc(S(=O)(=O)N[C@H]2COC(=O)C/C=C\[C@@H](C)[C@H](NS(=O)(=O)c3ccc(C)cc3)COC(=O)[C@H](C)NC(=O)C/C=C\[C@H]2C)cc1
72) CCC1(c2ccc(O)cc2)NC(=O)N(C)C1=O (stereo unspecified)
73) CC(C)CN1CCC2(CC1)CCN(C(=O)c1cccn1C)CC2
74) O=C(O)c1ccc(-c2ccc(-c3ccccc3)cc2)o1
75) Cc1nn(-c2ccccc2)c(NC(=O)NS(=O)(=O)c2ccc(Cl)cc2)c1C#N
76) COc1ccc(NC(=O)N2CCC3(CC2)CCN(C(=O)c2cnccn2)CC3)cc1

assay / entry	71	72	73	74	75	76
RXFP1 agonist	.	.	.	.	.	.
Glioma ERSR ind	-3%	-3%	-3%	-4%	-7%	-3%
